# Vif inh = HIV Vif inhibition | HEK293T cells, Vif self-association by quenched fluorescence, imaging, 24 h | 0.35% of 340,000 active | inhibition, % at 7.49 µM; in the data active = inhibition above about 50%, passing the limit was not always enough; inconclusive = no clear call, values can overlap the other calls; inactive = below about 31%; also: some results filed as inactive read as strong as hits
# Granule exo inh = lytic granule exocytosis inhibition | TALL-104 LAMP-1 surface exposure, flow cytometry; cells stimulated with thapsigargin and PMA | inhibition, % at 10 µM | AID 651702 | 0.66% of 360,000 active;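 active = inhibition above about 55%, limit read from the data; inconclusive = no clear call, values can overlap the other calls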
# CaV13 FRET inh = Primary screen for inhibitors of IQ motif and Ca2+-dependent inactivation inhibitor domain binding in CACNA1D, Förster resonance energy transfer in living cells, …; inhibition, % at 12.3 µM; HEK cells, CFP/YFP FRET ICDI-IQ, plate reader, 10 min; percent FRET-ratio fall versus neutral wells; 0.098% of 340,000 active; AID 743397;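 active = mean replicate inhibition of at least 30% and at least 1% of replicates passing that level; inconclusive = only one of the two criteria is met; inactive = neither criterion is met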;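 also: 0% = median of the neutral control wells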
# hiPSC survival = increases survival of single human iPS cells | 0.044% of 360,000 active | survival enhancement, % at 20 µM | hiPSC single-cell survival, ATPlite luminescence; 100% = ROCK inhibitor wells, 0% = DMSO | AID 602274; in the data active = survival enhancement above about 18%;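 also: cells exposed to compounds for 16 hours before the ATP read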
# HIF-2a block = HIF-2a inhibition | 786-0 RCC cells HIF-2a reporter, luciferase luminescence, overnight | inhibition, % at 18.8 µM | 0.72% of 360,000 active;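 active = inhibition of the luminescence signal of 40% or more relative to plate controls, in a single-dose primary screen at 18.75 µM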
# NR2E3 ag-1 = activates human NR2E3 receptor. 0.35% of 360,000 active. inhibition of corepressor binding, % at 3.98 µM. Q9Y5X4. AID 602229. CHO-S Gal4-NCOR/VP16-NR2E3 two-hybrid, luciferase;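 active = inhibition above the mean of all tested compounds plus 3 SD, cut at about 70% in these data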;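 also: 0% = DMSO with NR2E3 transfected cells and 100% = cells lacking NR2E3 construct; higher means lower luciferase signal from less NR2E3 corepressor binding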
# Target sequence (Q9Y5X4 whole entry, looked up, the tested form may be a part): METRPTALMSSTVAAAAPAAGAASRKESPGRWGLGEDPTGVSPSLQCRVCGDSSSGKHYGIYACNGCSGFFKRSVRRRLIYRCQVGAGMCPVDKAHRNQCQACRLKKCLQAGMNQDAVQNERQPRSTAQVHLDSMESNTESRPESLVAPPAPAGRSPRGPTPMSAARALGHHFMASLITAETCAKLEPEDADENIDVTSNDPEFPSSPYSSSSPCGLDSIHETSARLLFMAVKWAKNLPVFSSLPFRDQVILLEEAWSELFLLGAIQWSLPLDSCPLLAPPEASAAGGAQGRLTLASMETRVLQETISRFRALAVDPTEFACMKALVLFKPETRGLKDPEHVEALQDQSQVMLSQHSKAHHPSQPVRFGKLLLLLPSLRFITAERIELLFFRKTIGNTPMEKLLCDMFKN
# TRPM1 prom inh = inhibitors of MITF-driven TRPM1 promoter in melanoma cells; inhibition, % at 12.5 µM; SK-MEL-5 TRPM1 promoter luciferase, 24 h; 0.83% of 330,000 active;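 active = mean inhibition across replicates of 60% or more, whatever share of single replicates reaches that level; inconclusive = some that reach 60%, reason not given; inactive = mean inhibition across replicates below 60%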; also: values of inactives mirror those of a sister screen read the other way
# PDI turbidity = inhibitors of human protein disulfide isomerase. AID 588391. inhibition, % at 10 µM. P07237. 0.052% of 350,000 active. PDI insulin aggregation turbidity, A650, 90 min;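 active = mean inhibition across replicates of 30% or more, whatever share of single replicates reach that level; inconclusive = mean inhibition below 30% while every single replicate reaches 30%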;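 also: absorbance from insulin aggregation driven by PDI reduction with DTT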
# Target sequence (P07237 whole entry, looked up): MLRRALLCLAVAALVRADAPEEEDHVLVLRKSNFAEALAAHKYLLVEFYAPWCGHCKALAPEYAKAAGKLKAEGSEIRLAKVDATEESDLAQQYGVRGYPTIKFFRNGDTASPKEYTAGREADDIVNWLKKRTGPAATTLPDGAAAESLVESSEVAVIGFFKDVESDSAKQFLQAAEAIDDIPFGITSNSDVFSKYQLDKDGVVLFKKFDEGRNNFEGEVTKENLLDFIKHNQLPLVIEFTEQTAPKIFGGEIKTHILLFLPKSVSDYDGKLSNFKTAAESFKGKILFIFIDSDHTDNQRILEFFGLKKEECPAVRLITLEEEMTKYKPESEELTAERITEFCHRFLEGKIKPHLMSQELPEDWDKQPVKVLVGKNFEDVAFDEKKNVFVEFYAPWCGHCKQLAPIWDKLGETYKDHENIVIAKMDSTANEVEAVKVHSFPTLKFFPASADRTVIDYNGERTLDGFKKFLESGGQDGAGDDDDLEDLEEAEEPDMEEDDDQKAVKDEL
# aDG glyco up = alpha-DG glycosylation activation; 0.22% of 360,000 active; Pro5-aDG cells, alpha-DG glycosylation AlphaScreen (IIH6); 0% Pro5, 100% B10-LARGE cell signal; activation, % at 10 µM;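 active = activation of at least 8% versus controls, or a plate z-score of at least 8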;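 also: Pro5 are CHO cells carrying HIG-tagged alpha-DG that lacks glycosylation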
# NR2E3 ag-2 = agonists of human nuclear receptor NR2E3; Q9Y5X4; GST-NR2E3/biotin-RetCOR TR-FRET, 1536-well; inhibition of corepressor binding, % at 4.78 µM; 0.12% of 320,000 active; AID 2300;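 active = percent inhibition above the cutoff of mean plus 3 SD of all tested compounds, set per screening campaign, cut at about 20% in these data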;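 also: 0% = DMSO wells and 100% = biotin wells as full block of FRET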
#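 Format: 1536-well format; test system: GST-NR2E3 and biotin-RetCOR proteins; read-out basis: percent inhibition of TR-FRET ratio; timing: 5 h incubation at 4 °C; detection: time-resolved FRET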
# Peg3 promoter = reduces Peg3 promoter-driven luciferase expression in HeLa | HeLa PEG-Prom luciferase reporter, luminescence, overnight | inhibition, % at 20 µM | 1.7% of 360,000 active;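 active = inhibition of at least 50% at 20 µM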
# * = called active by the depositor; ? = inconclusive; / = no result given.
SMILES,Vif inh,Granule exo inh,CaV13 FRET inh,hiPSC survival,HIF-2a block,NR2E3 ag-1,TRPM1 prom inh,PDI turbidity,aDG glyco up,NR2E3 ag-2,Peg3 promoter
COc1cc2c(cc1OC)-c1cc(N3CCCc4ccccc43)nc(=O)n1CC2,28,2,-9,5.5,8,-9,-7,15,-0.1,5,19
Cc1ccc(S(=O)(=O)NC(=O)Nc2ccccc2F)cc1,-21,-2,-5,-2.1,2,-2,1,-4,-0.1,-1,2
Cc1c(C(=O)O)sc(S(=O)(=O)N2CCN(C(=O)Cc3ccccc3Cl)CC2)c1C(=O)O,11,1,-5,0.5,17,-7,0,10,0.0,6,6
Cc1cc(-c2n[nH]c(=S)n2Cc2ccco2)n(C)n1,3,-2,-5,-0.3,12,-27,-7,-9,-0.2,0,0
CCN(C(=S)Nc1ccc(C(C)=O)cc1)C1CCCCC1,-3,3,-6,0.4,-62,-14,-3,2,0.0,-3,-34
CCOC(=O)CC(NC(=O)c1ccc(C)cc1)c1ccc(C)cc1 (configuration not stated),-1,3,-4,0.5,11,7,-1,-11,0.1,0,15
CSc1nc(N)nc2c1ncn2CC(=O)NCc1ccc2c(c1)OCO2,-2,3,-5,0.5,-3,24,3,-2,-0.2,/,1
CSc1nnc(Cn2c(=O)sc3ccccc32)n1-c1ccccc1,-5,2,-2,-0.1,-4,-19,-4,/,-0.2,-1,-2
CCCN1CCN(C(=O)c2nn(-c3ccc(OC)cc3)c(=O)c3c2c2ccccc2n3C)CC1,-3,0,-5,5.7,6,6,-9,5,0.5,3,12
CC(C)(C)C1CCC(OCC(O)CN2CCCC2)CC1 (configuration not stated),-19,-16,1,0.8,12,-5,6,1,0.2,1,8
CN(CC(=O)Nc1ccc(F)cc1)c1ccc(S(=O)(=O)N2CCCC2)cn1,-3,0,-9,-1.1,13,6,12,-2,-0.2,4,17
O=C(N/N=C/c1ccc(O)c(O)c1)c1ccc(CSc2cccc3cccnc23)cc1,30,2,-5,-1.8,27,-7,-16,3,-0.1,1,16
CCCCNC(=O)CCn1c(=O)c2ccccc2n(Cc2cc(C)ccc2C)c1=O,9,-5,-4,-1.0,11,1,2,7,-0.1,2,8
Cc1ccc(-n2nc(C(=O)NCc3ccco3)c3c4ccccc4n(C)c3c2=O)cc1,5,1,0,0.1,11,-5,-2,-7,-0.2,2,19
CCSc1nc(=O)n(-c2ccccc2)c(C)c1C(C)=S,6,2,-4,5.2,9,-21,1,-4,0.1,6,-4
CC1=C(C(N)=O)C(c2ccccc2)n2nc(-c3cccc(C)c3)nc2N1 (configuration not stated),-6,0,-5,-0.3,9,-7,19,/,0.0,-1,4
Cc1ccc(C2C(C(=O)O)c3ccccc3C(=O)N2C)c(C)c1 (configuration not stated),2,3,-5,0.1,17,-37,-2,6,-0.1,-1,14
O=C1C(Cc2ccc(O)cc2)NC(=S)N1Cc1ccccc1 (configuration not stated),-6,1,2,0.2,18,5,4,11,0.0,-4,2
CCN(CC(=O)Nc1ccc(NC(C)=O)cc1)CC(=O)Nc1cccc2ccccc12,/,-29,-11,1.2,0,5,/,-28,0.1,/,16
CCOc1ccccc1C1CC(=O)NC(SCC)=C1C#N (configuration not stated),11,0,-5,-0.8,3,-7,4,-1,0.0,1,0
CCOC(=O)C1(Cc2cccc(Cl)c2)CCCN(C(=O)CCSC)C1 (configuration not stated),18,21,-19,-0.7,-44,-24,-10,9,-0.1,4,-23
CN(C)NC(=O)C(NC(=O)c1ccc(N)cc1)C12CC3CC(CC(C3)C1)C2 (configuration not stated),-12,-11,-6,-2.5,3,-15,13,3,-0.3,0,2
COc1cccc(N2CCN(S(=O)(=O)c3cc4c(cc3Cl)NC(=O)CO4)CC2)c1,14,-4,-3,1.2,4,1,/,/,-0.1,-3,1
COC(=O)c1ncn(C2OC(COC(C)=O)C(OC(C)=O)C2OC(C)=O)n1 (configuration not stated),22,1,-3,2.7,7,15,-5,4,0.1,2,5
COCCN(C(=O)COC(=O)c1ccc2ccccc2c1)c1c(N)n(Cc2ccccc2)c(=O)[nH]c1=O,2,-1,-11,-1.9,2,10,/,10,-0.3,/,6
Cc1ccc(NC(=O)/C(C#N)=N/Nc2ccc(C(=O)O)cc2)c(C)c1,-6,11,-5,-0.6,5,20,1,3,0.0,-2,0
Cc1ccccc1CN1CCN(CC(=O)NCc2ccccc2)CC1,-4,1,4,0.0,18,27,1,8,-0.1,-4,11
COc1ccc(C(=O)NC2CC(C)(C)Cc3occc32)cc1 (configuration not stated),-2,-2,-7,3.8,7,-25,5,9,-0.2,0,10
N/C(=N\OC(=O)CC1CCCCC1)c1ccc([N+](=O)[O-])cc1,3,-1,-4,-1.2,-40,-19,-3,1,0.3,0,-23
CC(C)[C@H](NC(=O)NCCc1ccc(F)cc1)C(=O)O,/,2,/,-2.5,4,-1,1,1,0.0,1,13
CCCn1c(N)c(N(CCOC)C(=O)c2ccc(F)cc2)c(=O)[nH]c1=O,24,4,-3,-0.3,7,5,-3,3,0.0,1,-14
COc1ccc(CN2CCNC(=O)C2CC(=O)N2CCCCO2)cc1OC (configuration not stated),-3,1,-18,-1.9,14,-2,15,-17,0.3,1,5
CCC(=O)NCCc1nc2ccccc2n1CC(=O)c1ccccc1,17,0,-4,-0.5,9,-22,/,/,0.1,0,4
CCOc1ccc(NC(=O)C2CC(=O)N(C(C)C)C2)cc1 (configuration not stated),2,-3,-8,4.6,-1,-18,1,2,0.0,1,4
CCCOc1ccc(/C=C2/C(=O)ON=C2C)cc1OCC,/,-11,-18,0.3,36,-29,11,10,-0.3,-7,50*
C=CCOc1c(Br)cc(/C=C2/C(=O)ON=C2C)cc1OC,7,14,-9,-0.3,17,-27,-3,0,0.0,-1,8
Cc1ccc(NS(=O)(=O)c2ccc(C)c(NC(=O)COc3ccccc3)c2)c(C)c1,-1,0,-9,-0.4,21,6,-9,9,0.1,-3,17
COC(=O)c1ccc(Oc2c(C)oc3cc(OCc4cnn(-c5ccccc5)c4)ccc3c2=O)cc1,10,0,-3,-0.4,19,23,40,0,-0.3,0,17
O=C(/C=C/c1cccs1)c1ccco1,8,-8,-6,0.5,5,15,2,7,0.0,/,16
COC(=O)c1ccccc1NC(=O)c1ccc2nccnc2c1,-4,-2,-7,-0.9,-24,-7,-9,-1,0.1,-2,-8
O=C1CC(C(=O)Nc2ccccc2)C2(CCCC2)O1 (configuration not stated),-17,-7,-4,-1.1,9,2,3,-5,2.7,-2,3
Cc1cccc(NC(=O)CSCC(=O)Nc2ccccc2N2CCCCC2)c1,-9,-2,-1,0.0,0,-10,-6,-4,0.2,0,37
COc1ccc2c(C)cc(=S)[nH]c2c1,2,11,-4,-1.2,16,-11,-2,14,0.0,/,10
CCCCNC(=O)c1onc(CSc2nc3ccccc3[nH]2)c1C(=O)NCCCC,-2,2,-6,0.3,34,-3,-5,2,0.3,6,23
Cc1ccc(C(=O)Nc2cccnc2N2CCN(C)CC2)cc1,6,-6,-4,-0.7,7,-5,12,8,0.0,-6,14
Cc1ccccc1-n1c(SCC(=O)O)nc2sc3c(c2c1=O)CCCC3,9,-4,-12,0.0,12,-4,-9,1,0.0,1,17
N#Cc1cccnc1N1CCN(C(=O)COCC(=O)O)CC1,2,1,12,-0.1,20,11,0,8,-0.2,1,13
O=C(CN1C(=O)CS/C1=C\c1nc(-c2ccc(Cl)cc2)cs1)Nc1cccnc1Cl,2,9,-2,-1.0,7,-21,11,0,0.1,0,15

# Five entries from above, with values under each structure:
# Sequence of screens: Vif inh, Granule exo inh, CaV13 FRET inh, hiPSC survival, HIF-2a block, NR2E3 ag-1, TRPM1 prom inh, PDI turbidity, aDG glyco up, NR2E3 ag-2, Peg3 promoter
Cc1ccccc1CN1CCN(CC(=O)NCc2ccccc2)CC1
  -4, 1, 4, 0.0, 18, 27, 1, 8, -0.1, -4, 11
COc1cccc(N2CCN(S(=O)(=O)c3cc4c(cc3Cl)NC(=O)CO4)CC2)c1
  14, -4, -3, 1.2, 4, 1, /, /, -0.1, -3, 1
CSc1nnc(Cn2c(=O)sc3ccccc32)n1-c1ccccc1
  -5, 2, -2, -0.1, -4, -19, -4, /, -0.2, -1, -2
C=CCOc1c(Br)cc(/C=C2/C(=O)ON=C2C)cc1OC
  7, 14, -9, -0.3, 17, -27, -3, 0, 0.0, -1, 8
Cc1cccc(NC(=O)CSCC(=O)Nc2ccccc2N2CCCCC2)c1
  -9, -2, -1, 0.0, 0, -10, -6, -4, 0.2, 0, 37

# Following part
SMILES,Vif inh,Granule exo inh,CaV13 FRET inh,hiPSC survival,HIF-2a block,NR2E3 ag-1,TRPM1 prom inh,PDI turbidity,aDG glyco up,NR2E3 ag-2,Peg3 promoter
CCC1(C)Cc2c(C#N)c(N)sc(=S)c2CO1 (configuration not stated),?,1,-5,-2.0,3,19,15,3,0.4,3,12
Cc1cc(C(=O)NCCc2ccccc2)c2cc(F)ccc2n1,4,-2,-1,1.2,-1,-48,-4,-3,0.3,1,1
COc1cc(/C=N\NC(=O)CNC(=O)c2cccc([N+](=O)[O-])c2)ccc1O,-5,1,-5,2.8,21,-2,8,7,0.0,-2,10
COc1ccc(S(=O)(=O)N(CCN2CCOCC2)Cc2cc(OC)ccc2OC)cc1,-8,0,0,2.5,14,-18,-2,-6,0.4,3,16
CCn1c(SCC(=O)OC)nnc1-c1ccc(C)cc1,-3,-3,-4,-0.5,19,-12,-4,-3,-0.2,6,4
O=C(Nc1ccc(Cl)cc1)Nc1nnc(SCc2ccccc2)s1,2,33,-5,0.0,-174,-79,-36,-15,0.2,-2,-115
O=C(Nc1c(F)cccc1F)c1cnc(N2CCN(c3ccccn3)CC2)c2ccccc12,-5,-4,-5,-1.5,-8,-9,30,0,-0.3,0,73*
N#Cc1ccc(Oc2ccc(-c3nc4ccccc4nc3-c3ccccc3)cc2)cc1C#N,-6,2,-2,1.4,16,-13,4,-6,0.6,6,3
CCN=C1SC(C(=O)Nc2cccc(C)c2)CC(=O)N1CC (configuration not stated),/,1,-5,-0.5,16,-9,2,5,-0.2,1,10
O=C(Nc1ncc2c(n1)-c1ccccc1CC2)C1CC1,-26,8,-2,-0.5,-22,10,25,4,-0.2,3,14
CCOc1ccc(CCNC(=O)C2CCN(c3nn4c(=O)cc(C)nc4s3)CC2)cc1,3,-2,/,3.0,20,-11,-3,2,0.0,-3,12
CC1Cc2ccccc2N1C(=O)c1nn(C)cc1Br (configuration not stated),-1,-13,-2,2.5,-9,-8,16,-8,0.0,-2,-10
Cc1ccc(C(=O)NN2C(=O)C3C4c5ccccc5C(c5ccccc54)[C@@H]3C2=O)cc1 (some centres not stated),-3,0,-17,2.7,13,-18,-10,-5,0.1,-3,5
C#C[C@]1(O)CC[C@H]2[C@@H]3CCC4=Cc5oncc5C[C@]4(C)[C@H]3CC[C@@]21C,-3,-12,-5,-1.2,25,2,1,-5,0.2,5,22
O=Cc1ccc(N2CCCC2)c([N+](=O)[O-])c1,-9,-2,-7,-0.3,-17,-2,5,-1,0.0,1,12

# Screens: PubChem, several laboratories
